BoNT-A LC inh2: BoNT A light chain protease inhibition | multiplex microsphere protease substrate cleavage, flow cytometry | actives 0.17% (n = 360,000) | inhibition, % at 10 µM; note: plate controls were buffer without enzyme for full effect and enzyme alone for no effect
GDH-TPI counter: GDH-TPI coupled enzyme inhibition counter-screen. GDH-TPI coupled enzyme counterscreen, NADH absorbance. inhibition, % at 4.8 µM. actives 1.2% (n = 360,000); in the data active = inhibition above about 30%;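 note: 0% = DMSO wells and 100% = wells lacking the enzyme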
FadD28 binding: inhibitors of Mycobacterium tuberculosis FadD28 bisubstrate binding | inhibition, % at 12.5 µM | AID 588549 | actives 0.22% (n = 360,000) | FadD28 bisubstrate probe binding, fluorescence polarization; in the data active = inhibition above about 8.5%, passing the limit was not always enough; inconclusive = no clear call, values can overlap the other calls
Mtb BioA inh: blocks M. tuberculosis BioA enzyme activity. actives 0.096% (n = 360,000). purified M. tuberculosis BioA enzyme, plate reader. inhibition, % at 9.99 µM; in the data active = inhibition above about 40%; inconclusive = no clear call, values can overlap the other calls
BoNT F protease: inhibitors of Botulinum neurotoxin F light chain protease. Multiplex microsphere protease cleavage assay, flow cytometry. actives 0.22% (n = 360,000). inhibition, % at 10 µM; in the data active = inhibition above about 35%, passing the limit was not always enough; inconclusive = no clear call, values can overlap the other calls; note: plate controls were buffer without enzyme for full effect and enzyme alone for no effect
Anthrax LF inh2: blocks Bacillus anthracis lethal factor protease. P15917. multiplex microsphere protease cleavage assay, LF. inhibition, % at 10 µM. actives 0.12% (n = 360,000). AID 588501; note: plate controls were buffer without enzyme for full effect and enzyme alone for no effect
Target sequence (P15917 whole entry, looked up): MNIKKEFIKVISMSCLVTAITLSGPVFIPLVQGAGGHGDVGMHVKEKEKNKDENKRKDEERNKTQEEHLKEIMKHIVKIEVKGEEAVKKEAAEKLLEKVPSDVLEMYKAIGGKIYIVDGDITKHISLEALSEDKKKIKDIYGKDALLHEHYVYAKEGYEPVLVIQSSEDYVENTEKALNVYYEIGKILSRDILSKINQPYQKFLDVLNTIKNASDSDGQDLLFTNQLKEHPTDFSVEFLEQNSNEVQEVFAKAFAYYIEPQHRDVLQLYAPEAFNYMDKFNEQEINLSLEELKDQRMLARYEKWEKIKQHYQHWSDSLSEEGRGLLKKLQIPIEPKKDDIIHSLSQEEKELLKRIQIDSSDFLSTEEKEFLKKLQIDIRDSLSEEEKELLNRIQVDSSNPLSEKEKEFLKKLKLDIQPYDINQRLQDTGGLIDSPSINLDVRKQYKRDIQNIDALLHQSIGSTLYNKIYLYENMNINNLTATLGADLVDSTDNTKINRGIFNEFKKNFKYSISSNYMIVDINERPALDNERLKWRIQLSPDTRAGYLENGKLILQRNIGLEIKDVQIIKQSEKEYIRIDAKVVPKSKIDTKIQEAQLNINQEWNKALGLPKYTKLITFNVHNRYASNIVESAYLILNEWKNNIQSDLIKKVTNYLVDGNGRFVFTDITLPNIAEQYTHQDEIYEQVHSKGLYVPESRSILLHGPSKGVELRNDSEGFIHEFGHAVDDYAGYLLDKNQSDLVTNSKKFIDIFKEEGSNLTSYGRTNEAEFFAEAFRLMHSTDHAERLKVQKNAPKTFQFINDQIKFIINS
PfHsp40 yeast: restores yeast growth despite PfHsp40 toxicity. S. cerevisiae expressing PfHsp40, growth rescue, ATP luminescence. growth rescue, % at 12.5 µM. actives 0.68% (n = 340,000); in the data active = growth rescue above about 28%, passing the limit was not always enough; inconclusive = no clear call, values can overlap the other calls;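 note: yeast W303a lacking pdr1 and pdr3 grown in galactose medium; growth measured after three days at 30 °C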
FBA Mtb inh: inhibitors of M. tuberculosis fructose-bisphosphate aldolase. P9WQA3. purified M. tuberculosis FBA, fluorescence read-out. inhibition, % at 1 µM. actives 2.3% (n = 360,000); in the data active = inhibition above about 27%;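 note: 0% = vehicle and 100% = reference inhibitor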
UGM FP inh: Mtb UDP-galactopyranose mutase inhibition; actives 0.06% (n = 320,000); P9WIQ1; purified UGM, fluorescence polarization probe displacement; inhibition, % at 10 µM; in the data active = inhibition above about 10%, passing the limit was not always enough; inconclusive = no clear call, values can overlap the other calls
Starred values were filed as active, the others as inactive; ? = inconclusive; nt = not tested or not shown. Cut-off read from the data, not from the text of the source, unless noted: active = inhibition above about 30%; inconclusive = no clear call, values can overlap the other calls; inactive = below that.

SMILES | BoNT-A LC inh2 | GDH-TPI counter | FadD28 binding | Mtb BioA inh | BoNT F protease | Anthrax LF inh2 | PfHsp40 yeast | FBA Mtb inh | UGM FP inh
O=C(C1CCCO1)N(c1cccc(Cl)c1)C1C=CS(=O)(=O)C1 (stereo unspecified) | -0.1 | 5 | -1.6 | nt | -7 | -5 | -0.3 | 0 | 0.5
CC(=O)N1CCN(C(=O)c2ccccc2NS(=O)(=O)c2ccc(F)cc2)CC1 | 1.0 | -2 | -4.0 | nt | 5 | 3 | -1.6 | 0 | 0.6
Cc1ccc([C@H]2C[C@@H](O)[C@H](n3cc(-c4ccc(F)cc4)nn3)CN2C(=O)c2cccs2)cc1 | -0.5 | 5 | -1.5 | 2.4 | -8 | 1 | nt | 3 | nt
CSCCCNC(=S)N1CCN(c2ccc(C(C)=O)cc2)CC1 | 0.7 | 27 | 1.4 | 9.2 | -3 | -3 | 3.1 | -2 | 0.3
CCCC(C)C(=O)Nc1ccc(S(=O)(=O)Nc2nccs2)cc1 (stereo unspecified) | 0.1 | -3 | 1.5 | -0.5 | 0 | -11 | -2.0 | 2 | -0.8
Cc1ccccc1OCC(O)Cn1c(Br)nc2c1c(=O)[nH]c(=O)n2C (stereo unspecified) | -1.1 | 0 | -0.2 | nt | 0 | 1 | 9.3 | -1 | -2.7
O=C(NC(=S)Nc1ccc(N2CCCC2)cc1)c1ccc(F)cc1 | -0.5 | 11 | -0.2 | -0.8 | -16 | -2 | 0.1 | -2 | 0.5
S=C(Nc1ccc2nccnc2c1)N1CCOCC1 | 1.1 | 4 | -0.9 | 0.2 | -4 | 0 | -0.1 | 2 | -2.4
CCN(CC)S(=O)(=O)c1cc(NC(=O)c2n[nH]c(=O)c3ccccc23)ccc1C | -0.3 | -4 | -12 | -0.4 | -2 | 4 | 0.7 | -4 | 0.8
O=C(CNS(=O)(=O)c1ccc(Cl)cc1)N1CCN(c2ccc(F)cc2)CC1 | 1.1 | -1 | -2.5 | -0.7 | -2 | -1 | 2.3 | -2 | 1.0
Cc1[nH]c2ccccc2c1Cc1nnc(SCC(=O)NCc2ccco2)o1 | -1.2 | -4 | -1.9 | 1.4 | -8 | -8 | -0.6 | 0 | -3.1
CC(C)=C(NC(=O)c1ccccc1)C(N)=O | -1.8 | -11 | 0.1 | -0.6 | -11 | -2 | -0.7 | 2 | -1.4
COC(=O)c1sc(NC(=O)c2cc(-c3ccccc3)nc3ccccc23)c(C#N)c1C | 0.3 | 3 | -1.4 | 0.9 | 0 | 0 | -1.3 | -2 | 1.8
CCOCCCN1CN(S(=O)(=O)c2ccc(Cl)cc2)c2nc3ccccc3nc21 | 0.7 | 16 | -1.6 | 1.5 | -2 | -1 | -0.6 | 24 | 0.6
COc1ccccc1NS(=O)(=O)c1cc(NC(=O)c2ccc(NC(C)=O)cc2)ccc1N1CCOCC1 | -0.8 | 4 | -7.9 | 4.9 | -2 | -9 | -0.1 | -1 | nt
COc1ccc(CNC(=S)Nc2ccccc2-c2ccccc2)cc1 | -0.6 | -6 | -2.3 | nt | 0 | -6 | 1.3 | -3 | -1.8
CC(NC(=O)N(Cc1ccccc1)Cc1ccc2c(c1)OCO2)(C(F)(F)F)C(F)(F)F | 0.3 | 8 | 1.0 | -1.2 | 0 | -2 | -0.1 | 2 | -2.0
COc1ccc(CN2CCCC(C(=O)c3ccc4c(c3)OCO4)C2)c(F)c1 (stereo unspecified) | -1.2 | 4 | -4.2 | -0.6 | -2 | -2 | 0.8 | 1 | -0.1
CCOC(=O)N1CCC(NC(=O)C(Cc2ccccc2)NC(=O)c2ccco2)CC1 (stereo unspecified) | -0.2 | -5 | -1.0 | -1.2 | 6 | 0 | 0.3 | 1 | -1.0
O=C(Cn1[nH]c(=O)c2ccccc2c1=O)OCC(=O)c1ccc(F)c(F)c1 | -0.7 | -5 | -0.5 | -0.2 | -4 | 1 | 0.0 | 1 | -2.6
O=C(O)c1ccccc1NC(=O)c1ccccc1Nc1ccccc1 | 0.4 | 18 | ? | 4.4 | -16 | -5 | 0.6 | -1 | 3.0
CCOc1ccc(NC(=O)Cn2nnc(C(=O)NCc3ccco3)c2N)cc1 | 0.8 | 8 | -0.7 | -2.2 | 2 | -5 | -1.1 | 3 | 2.6
COc1ccc(-c2ccnc3cc(C(=O)O)nn23)cc1 | 2.6 | 14 | -3.4 | nt | 16 | 6 | 1.0 | 36* | 1.2
Cc1ccccc1N1CCN(C2CCCN(C(=O)Cc3c(C)noc3C)C2)CC1 (stereo unspecified) | 3.0 | 8 | -0.3 | 0.9 | 0 | 0 | -0.4 | 3 | -1.1
COc1cccc(OCC(=O)NNC(=O)C(=O)N2CCCC2)c1 | -0.3 | 1 | -1.0 | -0.6 | 2 | -6 | -0.6 | 0 | 0.7
CC(C)C12CN3CC(C(C)C)(CN(C1)C3(C)C)C2=O | -1.1 | 0 | -0.4 | -0.4 | -3 | 2 | -0.2 | -3 | -1.3
CS(=O)(=O)N1CCN(c2ccccc2NC(=S)NC(=O)c2cccs2)CC1 | -0.2 | 4 | 0.7 | nt | -12 | -4 | -1.5 | -4 | 0.1
O=C(COC(=O)C1CCN(c2ccc(C(F)(F)F)cn2)CC1)Nc1ncc(Cl)cc1Cl | -0.2 | 8 | -1.8 | 0.2 | -3 | 6 | 1.2 | 7 | -1.2
O=C(CCC(=O)OCC(=O)c1ccc(Br)cc1)Nc1cccc2cccnc12 | nt | 7 | -0.9 | nt | nt | nt | -0.7 | -3 | -1.0
COc1ccc(S(=O)(=O)N2CCOCC2)cc1NC(=O)C1CC1 | 0.4 | 0 | -0.6 | 1.6 | -4 | -3 | -0.1 | 0 | -1.5
COC(=O)CNC(=O)C(NC(=O)c1ccc(Cl)cc1)C(C)C (stereo unspecified) | 0.5 | 7 | -0.8 | -0.9 | 12 | 2 | 0.3 | -3 | -0.9
Cc1ccccc1OCc1nc2ccccc2c(=O)n1N | -1.9 | 13 | -2.1 | -0.4 | -24 | 0 | 1.1 | -1 | -6.3
Cc1ccc(S(=O)(=O)N2CCN(C(=O)CNC(=O)c3sc4ccccc4c3Cl)CC2)cc1 | 3.7 | -3 | -3.4 | 1.2 | 13 | 3 | -0.8 | 2 | -1.6
Cc1ccc(CSCCNC(=O)CCSc2ccccc2)cc1 | -0.5 | -4 | -4.6 | 0.8 | -1 | -4 | 1.6 | -5 | 3.8
Cc1ccccc1-c1cc2nc(NCCOc3ccccc3Cl)n(C)c(=O)c2s1 | 0.2 | 17 | -0.3 | 0.1 | -8 | -6 | nt | 4 | nt
Cc1ccc(NS(=O)(=O)c2ccc(C)c(C(=O)N3CCN(C)CC3)c2)cc1 | -0.8 | -4 | -4.1 | -1.1 | -1 | 4 | -1.0 | -6 | 1.2
O=C(NCCCn1ccnc1)c1ccc2nccnc2c1 | 1.6 | 9 | -1.9 | -0.8 | 7 | -3 | -0.8 | 3 | 3.0
Cn1c(=O)oc2cc(S(=O)(=O)NCc3ccc(Cl)cc3)ccc21 | -0.6 | -3 | -4.2 | 1.3 | 1 | 2 | 0.0 | 0 | 6.0
O=C(Cc1csc(Nc2nc(=S)[nH]c3ccccc23)n1)NCc1ccccc1Cl | 0.5 | -1 | -0.6 | -1.9 | 5 | -3 | -2.3 | 0 | -0.3
CC(=Nc1ccc(F)cc1)c1c(O)n(C)c(=O)[nH]c1=O | -0.4 | -3 | 0.6 | -0.5 | ? | -2 | -0.4 | -2 | -2.5
CC1(C(=O)N2CCCCC2)CCN1C(=O)c1ccccc1CCc1ccccc1 (stereo unspecified) | 0.2 | -4 | -3.2 | 0.1 | 2 | -3 | nt | -4 | nt
Cc1cc(-c2ccc(S(=O)(=O)N3CCCCC3)s2)on1 | 4.0 | -6 | -1.9 | 0.4 | 0 | 0 | 0.3 | 0 | 0.6
O=C(Nc1ccc(Cl)c(Cl)c1)Nc1nc(-c2ccccc2)cs1 | -1.6 | 10 | -0.2 | nt | -2 | 1 | 0.6 | 3 | -3.2
CCC(=O)Nc1ccc2c(c1)ncn2-c1ccc(OC)cc1 | -0.1 | -1 | -1.8 | 36 | -3 | -5 | 2.9 | 0 | -0.8
N#Cc1ccccc1Sc1ccccc1C(=O)OCC(N)=O | -0.4 | -5 | -3.6 | nt | -2 | -7 | 0.1 | 4 | -0.3
COc1ccccc1-c1cc(=O)c2c(O)ccc([N+](=O)[O-])c2o1 | -0.3 | 2 | -3.0 | 0.2 | 0 | 1 | -0.8 | 0 | -1.1
Nc1cc(S(=O)(=O)Nc2ccccc2Cl)ccc1N1CCOCC1 | -1.4 | -15 | -3.1 | -0.1 | -4 | -13 | -0.1 | -2 | 0.0
Cc1ccccc1CN(C)C(=O)CNC(=O)c1ccc2ccccc2c1 | -0.5 | -3 | -2.9 | -0.7 | -5 | -3 | -0.5 | 1 | -2.5
O=C1CCc2cc(NS(=O)(=O)c3ccccc3)cc3c2N1CC3 | -0.4 | 3 | 0.8 | nt | ? | -3 | -0.6 | 3 | -1.5
CC1CCCCN1CCCNC(=O)c1c(O)nc2ccccn2c1=O (stereo unspecified) | -0.8 | 9 | -2.6 | -1.4 | -6 | 1 | -0.5 | 7 | -1.5
Next part
SMILES | BoNT-A LC inh2 | GDH-TPI counter | FadD28 binding | Mtb BioA inh | BoNT F protease | Anthrax LF inh2 | PfHsp40 yeast | FBA Mtb inh | UGM FP inh
CC1(C)Cc2c(sc3nc(SCC(=O)O)[nH]c(=O)c23)CO1 | -1.1 | -7 | -3.4 | -0.6 | -6 | 0 | 0.5 | 3 | 1.6
COc1ccccc1C=NC(CO)C(O)c1ccc([N+](=O)[O-])cc1 (stereo unspecified) | 0.3 | -4 | -4.0 | 0.9 | 15 | 1 | -1.7 | 2 | 0.4
c1cnc(NC2C3CC4CC(C3)CC2C4)nc1 (stereo unspecified) | 0.3 | 2 | 0.0 | -1.9 | -5 | -1 | 0.8 | 2 | -3.5
C#CCN(C[C@H]1[C@H](OC(=O)NCc2ccco2)[C@H](OC(=O)NCc2ccco2)C[C@H]2C(=O)N(c3ccccc3)C(=O)[C@@H]12)S(=O)(=O)c1ccc(C)cc1 | -0.9 | 10 | -0.3 | -1.5 | -6 | -5 | nt | -1 | nt
CC(Oc1ccccc1Cl)C(=O)Nc1ccccc1C(=O)N1CCOCC1 (stereo unspecified) | -0.2 | 1 | -4.6 | -1.6 | 4 | 1 | -1.0 | -2 | -0.6
Cc1ccc(NC(=O)c2ccc([N+](=O)[O-])o2)cc1S(=O)(=O)N1CCOCC1 | 0.8 | 9 | 0.5 | nt | 1 | -10 | -0.1 | -3 | 0.2
CC(=O)Nc1cccc(-c2ccnc3c2CC(C)(C(=O)Nc2ccc(Cl)cc2)O3)c1 (stereo unspecified) | -0.3 | 14 | -1.7 | 7.3 | -12 | -6 | nt | 1 | nt
Cc1cc(C)n(CCC(=O)N2CCCC(N3CCN(c4cccc(Cl)c4)CC3)C2)n1 (stereo unspecified) | -3.2 | 3 | 0.8 | -2.4 | -21 | -2 | 0.0 | 4 | 1.5
O=C(NNC(=O)c1ccc(-n2cncn2)c([N+](=O)[O-])c1)c1ccccc1 | 0.8 | 8 | -1.6 | -0.6 | 4 | 0 | -0.8 | 1 | 0.2
O=c1c2ccccc2c(C=Nc2cccc(O)c2)c(O)n1-c1ccc2c(c1)OCO2 | nt | 10 | 1.0 | -0.5 | nt | nt | -1.0 | 0 | 1.2

Gathered by group: those above containing a COOH group (3)
SMILES | BoNT-A LC inh2 | GDH-TPI counter | FadD28 binding | Mtb BioA inh | BoNT F protease | Anthrax LF inh2 | PfHsp40 yeast | FBA Mtb inh | UGM FP inh
O=C(O)c1ccccc1NC(=O)c1ccccc1Nc1ccccc1 | 0.4 | 18 | ? | 4.4 | -16 | -5 | 0.6 | -1 | 3.0
COc1ccc(-c2ccnc3cc(C(=O)O)nn23)cc1 | 2.6 | 14 | -3.4 | nt | 16 | 6 | 1.0 | 36* | 1.2
CC1(C)Cc2c(sc3nc(SCC(=O)O)[nH]c(=O)c23)CO1 | -1.1 | -7 | -3.4 | -0.6 | -6 | 0 | 0.5 | 3 | 1.6

Bioassay records deposited in PubChem BioAssay by several laboratories.
